Assay outcomes deposited in PubChem by several laboratories.
EP2 mod: EP2 receptor modulators, cAMP readout, primary screen, cell-based, HTRF cAMP, PGE2 stimulation | EP2-expressing cells, cAMP HTRF FRET, PGE2 co-stimulation | induction, % at 25 µM | 260,000 tested, 0.83% active;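 active = compounds whose cAMP rise, as percent of the full-agonist control response, exceeds 60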;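 note: rat C6 glioma line stably carrying human EP2 under a CMV promoter; the protocol text gives 20 µM as final concentration; 100% = response of wells given 1 µM PGE2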
Target sequence (P43116 whole entry, looked up): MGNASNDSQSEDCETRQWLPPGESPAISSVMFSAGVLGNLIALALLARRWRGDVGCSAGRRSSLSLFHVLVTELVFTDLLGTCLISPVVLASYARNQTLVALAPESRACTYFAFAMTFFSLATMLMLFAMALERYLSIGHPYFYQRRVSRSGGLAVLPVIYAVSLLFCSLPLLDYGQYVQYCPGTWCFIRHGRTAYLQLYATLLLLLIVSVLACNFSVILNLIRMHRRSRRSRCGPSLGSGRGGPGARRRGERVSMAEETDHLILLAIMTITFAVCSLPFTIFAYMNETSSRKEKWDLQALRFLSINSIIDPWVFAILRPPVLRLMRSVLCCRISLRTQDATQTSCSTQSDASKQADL
NPY-Y1 antag: NPY-Y1 receptor antagonists, primary screen, cell-based. Neuropeptide Y receptor type 1 (Homo sapiens), P25929. HEK293-CNG Y1 cells, membrane potential fluorescence; NPY at EC95, then isoproterenol. inhibition, % at 3.6 µM. 200,000 tested, 1% active. AID 1040, 2008;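 active = inhibition above the campaign mean inhibition of all tested compounds plus 3 SD, cut at about 20% in these data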;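 note: 0% = DMSO wells given NPY plus isoproterenol and 100% = isoproterenol alone without NPY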
Target sequence (P25929 whole entry, looked up): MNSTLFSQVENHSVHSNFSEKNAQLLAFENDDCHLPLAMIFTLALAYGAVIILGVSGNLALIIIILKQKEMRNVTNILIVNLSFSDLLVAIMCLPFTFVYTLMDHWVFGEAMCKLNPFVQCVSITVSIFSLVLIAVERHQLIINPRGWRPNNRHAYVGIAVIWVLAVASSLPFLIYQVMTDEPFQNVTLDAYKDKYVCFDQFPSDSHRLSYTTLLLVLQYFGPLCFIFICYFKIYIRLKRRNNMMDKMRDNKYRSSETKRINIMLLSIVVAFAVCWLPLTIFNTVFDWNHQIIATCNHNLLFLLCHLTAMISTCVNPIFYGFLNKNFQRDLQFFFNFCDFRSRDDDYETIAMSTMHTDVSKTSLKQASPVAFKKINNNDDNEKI
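Material: HEK293 cells with Y1 receptor plus CNG channel; times: compound incubation 1 h at room temperature, readout 45 min post-stimulation; signal: fluorescence, membrane potential probe; read-out basis: fluorescence ratio normalized to % inhibition between controls; benchmarks: full-block control isoproterenol-only wells, zero-block control NPY plus isoproterenol wells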
PGE2 EP2 inh: human EP2 receptor antagonists, primary screen, TR-FRET cAMP, C6 glioma cells; inhibition, % at 25 µM; C6 glioma cells expressing human EP2; cells stimulated with saturating PGE2; AID 1422, 2008; 260,000 tested, 0.52% active;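 active = percent inhibition above 40 after rounding to a whole number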;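 note: rat C6 glioma host cells with rolipram phosphodiesterase inhibitor present; the protocol text gives 20 µM as final concentration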
14-3-3 Bad PPI: inhibitors of 14-3-3 zeta/Bad binding, primary screen, biochemical, TR-FRET, bovine 14-3-3 zeta; 14-3-3 protein zeta/delta (Bos taurus), P63103; TR-FRET 14-3-3zeta/Dy647-pBad peptide displacement, 1 h; inhibition, % at 21.7 µM; 220,000 tested, 0.71% active;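 active = inhibition above about 70%, limit read from the data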;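 note: 0% = full 14-3-3 plus peptide FRET controls and 100% = background without 14-3-3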
Target sequence (P63103 whole entry, looked up): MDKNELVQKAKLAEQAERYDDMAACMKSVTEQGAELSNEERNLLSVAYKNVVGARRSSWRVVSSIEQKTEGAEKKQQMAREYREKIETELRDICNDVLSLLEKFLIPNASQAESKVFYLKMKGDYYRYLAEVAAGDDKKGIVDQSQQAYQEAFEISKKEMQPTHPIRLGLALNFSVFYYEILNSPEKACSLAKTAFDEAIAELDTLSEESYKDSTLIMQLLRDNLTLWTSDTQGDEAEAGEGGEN
CHOP inhibitor: inhibitors of CHOP promoter induction, primary screen, cell-based, unfolded protein response, luciferase reporter. CHO-K1 CHOP-promoter luciferase, tunicamycin-induced, 15-18 h. inhibition, % at 10 µM. 220,000 tested, 3.8% active. AID 2732, 2010;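 active = compounds that reduced the stress-induced luciferase reporter signal by more than about 70% of percent inhibition, limit read from the data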;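 note: 0% = tunicamycin plus vehicle and 100% = wells without tunicamycin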
NPY-Y1 PAM-ag: NPY-Y1 receptor potentiators or agonists, primary screen, cell-based; activation, % at 3.6 µM; 220,000 tested, 0.37% active; NPY-Y1 expressing cells, potentiator/agonist activation; Neuropeptide Y receptor type 1 (Homo sapiens), P25929; in the data active = activation above about 33%, passing the limit was not always enough;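 note: cells stimulated with NPY at EC10 then isoproterenol at EC100; 0% = low agonist plus stimulus and 100% = saturating agonist plus stimulus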
TRPML3 ag: human TRPML3 channel agonists, primary screen, cell-based, HEK293 TRPML3-YFP, Fluo-8 calcium fluorescence, 3 µM; Mucolipin-3 (Homo sapiens), Q8TDD5; 100% = the carbachol control signal; activation, % at 3 µM; 220,000 tested, 0.29% active;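 active = activation above its plate's cutoff, the mean activation of the plate's test wells plus 3 SD, cut at about 12% in these data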;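 note: 0% = DMSO only wells and 100% = carbachol wells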
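Test system – HEK293 line with stable expression of human TRPML3-YFP channel · Control set – carbachol 87 µM final as high control (100%), DMSO as low control (0%) · Signal – Fluo-8 calcium dye fluorescence, ex 470-495, em 515-575 nm · Incubation – 1-h 37 °C dye load, 5-s basal, 120-s post-compound reads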
PPC-1+TRAIL kill: compounds killing PPC-1 cancer cells with TRAIL present, primary screen, TRAIL potentiator project, ATPLite luminescence, uHTS | cell killing (% activity), % at 4 µM | AID 1443, 2008 | PPC-1 cells + TRAIL, ATPLite viability luminescence | 220,000 tested, 0.41% active;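 active = cell killing above 50% in the first pass at 4 µM, then a duplicate retest at 5 µM averaging 50% or more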;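 note: plate controls were cells with TRAIL plus DMSO for no effect and medium-only wells lacking cells for full effect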
zfTRPN1 agonist: zebrafish TRPN1 channel agonists, primary screen, cell-based, HEK293, calcium fluorescence | transient receptor potential cation channel N1 (TRPN1/NompC), Danio rerio | HEK293 zebrafish TRPN1-YFP, Fluo-8 calcium fluorescence; 100% = response to 87 µM carbachol | activation, % at 3 µM | 220,000 tested, 0.18% active;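 active = activation above its plate's cutoff, the mean activation of test wells on that plate plus 3 SD, cut at about 19% in these data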;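 note: 0% = DMSO alone and 100% = 87 µM carbachol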
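Material – zebrafish TRPN1-YFP in HEK293 cells · Doses – 3 µM single point · Schedule – dye 1 h 37 °C plus 30 min RT · Signal – Fluo-8 calcium fluorescence, excitation 470-495 nm, emission 515-575 nm · Read-out – % activation versus carbachol response · Control set – carbachol high, DMSO low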
An asterisk follows results filed as active; · = not tested or not shown; & = joins results of further samples; [ ] = another dose, or the depositor's remark.

#	smiles	EP2 mod	NPY-Y1 antag	PGE2 EP2 inh	14-3-3 Bad PPI	CHOP inhibitor	NPY-Y1 PAM-ag	TRPML3 ag	PPC-1+TRAIL kill	zfTRPN1 agonist
1	O=C(/C=C\Nc1ccc(Br)cc1)c1cccnc1	-23	0	7	-16[fluorescence artefact?]	19	-4	0.6	47	0.8
2	COc1ccc(N(CC(=O)N2CCN(C)CC2)S(C)(=O)=O)cc1OC	-9	5	10	-2	-15	-3	0.6	-2	0.6
3	COC(=O)c1cc(NS(=O)(=O)c2ccc(Cl)c(N3C(=O)c4ccc(C(=O)O)cc4C3=O)c2)cc(C(=O)OC)c1	17	·	7	9	1	-4	-1.1	14	-0.6
4	O=C(NCc1ccco1)c1ccc(Cn2c(=S)[nH]c3ccccc3c2=O)cc1	-22	3	10	60	6	-5	0.4	-3	1.7
5	CC1CN(c2ccc(NC(=S)NNCCC#N)cc2)CC(C)O1 (configuration not stated)	-8	·	7	2	19	-7	0.6	4	2.1
6	CC(=O)c1ccc(NC(=S)NN2C(C)CCCC2C)cc1 (configuration not stated)	-64	2	8	-5	20	-9	0.5	-1	3.1
7	COc1cc(OC)c2c(C)cc(=O)oc2c1C(CCN1CCOCC1)c1ccc2c(c1)OCO2 (configuration not stated)	-5	·	10	1	5	·	·	10	·
8	O=C1c2ccccc2C(O)(Cc2ccccc2)N1C1CCCCC1 (configuration not stated)	47	-5	4	-3	34	8	-0.3	23	-1.4
9	CCN(CC)c1nc(N)n(CCSC(=S)N(C)C)c(=O)n1	-9	·	8	3	-1	10	0.1	16	-0.1
10	CCn1nccc1C(=O)Nc1cc(Cl)cc(Cl)c1	-33	-2	8	-10	1	10	-0.8	22	-3.3
11	O=C1CC(c2ccc(F)cc2)CC2=C1C(c1ccc([N+](=O)[O-])o1)Nc1ccccc1N2 (configuration not stated)	-39	·	4	-1	-4	10	-0.3	3	1.8
12	O=[N+]([O-])c1ccc(Nc2cccc(F)c2)nc1	-59	-2	3	-5	18	10	0.4	1	0.2
13	Cc1cccn2c(=O)c3cc(C#N)c(=NC(=O)c4cccnc4)n(CC4CCCO4)c3nc12 (configuration not stated)	·	1	18	·	·	-17	-0.2	·	0.8
14	CCCCCN1CN(S(=O)(=O)c2cccs2)c2nc3ccccc3nc21	0	·	8	4	-1	-21	-0.2	-15	0.0
15	CCCCc1nc2sc3c(=O)n(N)cnc3c2c2c1CCC2	-3	1	9	-1	58	12	0.7	9	0.1
16	O=C(CC(=O)N/N=C/c1cccs1)NCc1ccccc1	-16	-2	7	-8	-10	17	0.4	·	-0.6
17	Cc1ccnn1CCC(=O)O	-21	·	7	-6	-12	-9	1.3	8	1.0
18	CC(COc1ccccc1)N(CCCl)Cc1ccccc1 (configuration not stated)	0&32&3	1	11&8&12	19	33&7	-3	-0.1	6	-1.4
19	O=[N+]([O-])c1ccc(CN2CCN(c3ccc4ccccc4n3)CC2)cc1	-63	7	9	53	28	-15	0.9	25	0.1
20	CC(C)CNC(=O)COC(=O)c1cncc(Br)c1	15	-3	3	3	16	10	0.0	-12	1.1
21	CCc1nnc(NC(=O)CSc2nnc(COc3ccccc3)n2-c2ccc(C)cc2)s1	25	-1	3	5[fluorescence artefact?]	60	4	1.0	8	0.3
22	O=C(NN=C1CCCCCC1)c1cc(-c2ccccc2)nc2ccccc12	8	2	13	7	-5	-15	-0.8	7	-0.5
23	NNC(=O)/C(=C/c1cccs1)NC(=O)c1ccccc1Cl	14	-1	5	-2	-11	-2	0.8	13	0.9
24	Cc1nc(N2CCN(C(=O)CCC(=O)O)CC2)c2c(C)c(C)sc2n1	25	1	5	7	-4	29	0.5	11	-1.1
25	CCN(CC)N=Nc1ccc(S(=O)(=O)N2CCSC2C(=O)O)cc1 (configuration not stated)	25	4	6	-5	0	-14	0.8	6	-0.7
26	O=C(Nc1ccnc(-c2cccnc2)n1)c1cccc(Cl)c1Cl	-41	6	9	-6	16	23	0.4	-10	0.3
27	Cc1ccc(-c2nnc(SCc3ccccc3F)o2)cc1	50	14	5	-9	75*	-22	-0.7	17	-1.2
28	Cc1cc(OCC(=O)NCc2cccnc2)ccc1[N+](=O)[O-]	-30	-4	5	4	2	-7	0.6	10	0.2
29	CNc1ncc(C(=O)c2ccccc2)s1	21	2	5	-13	45	9	0.7	17	0.9
30	CC1CCCCN1C(=O)COc1ccc(F)cc1 (configuration not stated)	17	2	4	-5	-15	0	0.5	2	0.1
31	Cc1c(C(c2ccccc2O)c2c(C)n(C)n(-c3ccccc3)c2=O)c(=O)n(-c2ccccc2)n1C	-21	2	4	-15	0	5	0.2	11	-0.8
32	C/C=C\C(=O)Nc1cccc(C2=NOC3(C2)C[C@H](C(N)=O)N(C(=O)/C=C/CC)C3)c1 (some centres not stated)	-20	·	11	0	16	·	·	5	·
33	S=C(Nc1ccc(Cl)cc1)N1CCCCC1	3	-4	4	-26	57	-2	-0.3	38	-2.0
34	COc1cccc(Oc2nnnn2-c2ccccc2)c1	-16	2	2	2	-5	12	-0.8	-8	-0.3
35	CCn1cc(CN2CCN(Cc3ccc(C)o3)C(CCO)C2)c2ccccc21 (configuration not stated)	-16	2	10	-9	1	-4	0.3	1	0.6
36	CC(C)(C)NC(=O)NC(=O)COC(=O)Cn1cnc2ccccc2c1=O	7	-2	3	-4	4	1	1.8	7	0.8
37	COC(=O)c1nnn(-c2nonc2N)c1CSc1nnc(C)s1	27	7	13	-14	0	15	-0.2	·	0.3
38	COc1ccc(NC(=O)C(CCCCNC(=O)OC(C)(C)C)NC(=O)OCc2ccccc2)cc1 (configuration not stated)	3	4	7	15[fluorescence artefact?]	29	-5	0.0	24	-1.1
39	Cc1ccc(CNC(=O)CO/N=C/c2ccc3c(c2)OCO3)cc1	-10	17	11	5[fluorescence artefact?]	25	-9	0.4	22	-0.9
40	COc1cccc(/C=N/NC(=O)CSc2nnc(C)n2-c2ccccc2)c1O	2	3	·	-7	24	7	0.1	24	-0.8
41	CCOC(=O)c1c(NC(=O)CSc2nnc(-c3cccnc3)n2Cc2ccco2)sc(C)c1C	37	5	·	-15	54	-13	-1.6	-8	-1.9
42	Cc1cc([N+](=O)[O-])cc2c1NC(c1ccccn1)C1CC=CC21 (configuration not stated)	-4	5	8	-6	18	-13	0.0	10	-0.4
43	O=[N+]([O-])c1ccccc1CN1CCN(Cc2ccccn2)CC1	-4	-4	5	53	3	-4	1.1	-6	0.1
44	O=C(COC(=O)CCc1ccc(S(=O)(=O)N2CCOCC2)cc1)Nc1cccc(Cl)c1	-25	1	1	-3	3	21	1.4	34	3.9
45	O=C(CCS(=O)(=O)c1cccc2nonc12)NCc1ccc(Cl)cc1	-11	3	16	-5	6	-2	0.0	9	0.7
46	Cc1ccc(NC(=O)CSCc2nc3c(nnn3Cc3ccc(F)cc3)c(=O)[nH]2)c(C)c1	13	9	2	4	12	-42	0.0	8	0.3
47	Cc1ccc(C(=O)Nc2cccc([N+](=O)[O-])c2)cc1S(=O)(=O)Nc1ccc(C(=O)O)cc1	35	6	11	-12	12	-4	0.3	-14	0.5
48	CCn1cnc2cc(NCc3ccc(N(C)C)cc3)ccc21	-26	-3	4	-7	-22	-1	0.7	5	1.0
49	O=C(Cc1ccccc1Cl)Nc1cccc(S(=O)(=O)N2CCOCC2)c1	5	1	8	-10	-24	-18	0.6	20	-0.2
50	O=C(COc1ccccc1Cl)Nc1ccc(C(=O)c2ccc(C(=O)O)cc2)cc1	-55	-8	4	0	25	16	0.7	-12	0.2
51	CCOc1ccccc1CNC(=O)c1cn(C)c(=O)c2c1c1ccccc1n2C	6	9	7	0	15	12	1.1	12	0.1
52	COC(=O)c1ccc(SCc2cnc(Cl)s2)cc1	-9	2	9	-3	-6	16	-1.8	12	-0.2
53	O=C(O)CC(NCc1ccco1)C(=O)OCC1CCCO1 (configuration not stated)	26	-2	8	4	13	10	1.0	12	-0.4
54	COc1ccc(C(NC(N)=O)c2ccccc2)cc1 (configuration not stated)	6	-1	14	9[fluorescence artefact?]	19	6	0.1	11	0.8
55	COc1ccc(-n2cnnc2SC(C)c2nc3sc(C)c(C)c3c(=O)[nH]2)cc1 (configuration not stated)	4	4	7	-14	25	5	0.6	-16	-0.3
56	COc1ccc(-n2c(=O)c3ccccc3n(Cc3cccc(C)c3)c2=O)cc1OC	29	0	3	-12	37	1	1.1	22	-0.4
57	O=C(Nc1cccnc1)c1c(F)cccc1F	5	3	5	4	15	6	0.8	26	1.6
58	CC(=O)Nc1ccc(S(=O)(=O)Nc2cccc(NC(=O)c3ccco3)c2)cc1	-15	2	6	-7	-12	21	1.0	-2	0.8
59	Cc1cccc(NC(=O)CN(C)S(=O)(=O)c2cccc3nsnc23)c1C	-32	4	10	7	9	-3	-0.6	21	-1.2
60	O=C(O)CC(Cc1ccc(Br)cc1)C(=O)O (configuration not stated)	10	-3	·	3	3	3	1.2	-7	1.0

(next part)
#	smiles	EP2 mod	NPY-Y1 antag	PGE2 EP2 inh	14-3-3 Bad PPI	CHOP inhibitor	NPY-Y1 PAM-ag	TRPML3 ag	PPC-1+TRAIL kill	zfTRPN1 agonist
61	O=C(COC(=O)c1ccc(S(=O)(=O)N2CCCC2)cc1)NCc1cccs1	-4	1	5	4	0	-1	0.2	-14	-0.1
62	CN(C)c1cc(NC(=O)CNC(C)(C)CC(C)(C)C)c2ccccc2n1	24	28*	4	9	10	-46	-0.9	-3	-1.5
63	CSc1cccc(NC(=O)CSc2ncccc2C(=O)Oc2cccc([N+](=O)[O-])c2)c1	-53	-4	1	-15[fluorescence artefact?]	5	-4	0.0	12	1.1
64	CCOC(=O)c1cc(-c2ccccc2)sc1NC(=S)Nc1cc(C)ccn1	31	-3	·	·	11	17	0.3	9	0.8
65	CCCCCC(=O)NNC(=S)NC(C)=O	33	7	7	-28	9	-5	1.1	-2	0.8

Not all compounds are listed; count on the stated rates, not on these rows.
